# Screening data as filed in PubChem BioAssay.
# NPSR antag: blocks cAMP signaling of the human neuropeptide S receptor; Q6W5P4; CHO-NPSR cells, cAMP TR-FRET, antagonist mode; Potency, µM (doses to about 38.3 µM), for the others: at the top dose activity change, negative = inhibition, hits mostly inhibitors; actives 1% (n = 220,000); AID 1461; further: potency means the concentration at half of the fitted maximal effect; on the % scale 0 is the no-effect control and ±100 the full control effect; nearly all actives have a fitted effect of over 50% in size; many of its hits are not listed in these tables
# IMPase Li inh: cell-permeable IMPase inhibitors with lithium potentiation; CHO-M1 cells, IP1 TR-FRET (IP-One), carbachol + lithium; Potency, µM (series often up to 59.4 µM), without a hit: top-dose activity, negative = IMPase inhibition, usual class: inhibitors; actives 0.35% (n = 210,000);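 further: IP1 builds up when IMPase is blocked and the TR-FRET signal falls; potency means the concentration at half of the fitted maximal effect; plate controls were basal vehicle for no effect and high inhibitor control for full effect; nearly all actives have a fitted effect of over 50% in size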
#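 Steps: plate 2000 CHO-M1 cells per well and culture 16–30 h; add compound and lithium; incubate 30 min, 37C; add d2-IP1 tracer and Eu cryptate anti-IP1 antibody in lysis buffer; read after 10 min at room temperature.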
# Lamin A splicing: LMNA splicing modulation; HeLa LMNA splicing GFP/RFP minigene ratio, 48 h; Potency, µM (doses to about 46.1 µM), for inactives: at the highest dose ratio change, negative = inhibition, actives largely listed as inhibitors; actives 0.01% (n = 200,000); AID 1487; active means well fitted inhibition curve with a large enough effect in the signal ratio, with a control signal flat, not every such curve was filed as active; inconclusive means small, poorly fitted or top-dose-only effect, or effect the other way, or a change in a side signal; the % refers to the signal ratio; further: potency means the concentration at half of the fitted maximal effect; on the % scale 0 is the no-effect control and ±100 the full control effect
#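 Read-out is the ratio of GFP to DsRed2 object intensity, acquired by 488 nm laser-scanning cytometry on HeLa lamin A-EGFP minigene reporter cells. Compound incubation 48 hrs at 37 °C in Opti-MEM with 2% FBS; DMSO 0.5% final.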
# aGal spleen mod: inhibitors or activators of human alpha-galactosidase in spleen homogenate. P06280. human spleen homogenate, 4MU-alpha-Gal fluorescence, 40 min. Potency, µM (titrated, usually from 80 µM), without a hit: at the top dose activity change, negative = inhibition, actives largely listed as inhibitors. actives 0.008% (n = 240,000);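 further: potency means the concentration at half of the fitted maximal effect; 0% = enzyme with vehicle and -100% = no enzyme basal signal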
# Target sequence (P06280 32-429 limits assumed): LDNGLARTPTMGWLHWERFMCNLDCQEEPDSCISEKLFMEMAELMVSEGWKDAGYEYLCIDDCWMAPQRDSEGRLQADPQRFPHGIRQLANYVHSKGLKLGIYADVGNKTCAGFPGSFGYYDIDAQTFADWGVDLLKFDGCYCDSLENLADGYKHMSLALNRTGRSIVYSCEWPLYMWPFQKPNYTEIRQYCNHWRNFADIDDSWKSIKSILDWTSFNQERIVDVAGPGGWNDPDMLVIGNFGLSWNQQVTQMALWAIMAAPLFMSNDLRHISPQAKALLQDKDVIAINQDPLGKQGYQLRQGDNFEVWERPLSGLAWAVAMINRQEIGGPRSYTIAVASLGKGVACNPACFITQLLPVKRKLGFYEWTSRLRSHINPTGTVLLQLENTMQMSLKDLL
#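 qHTS titration in buffer at pH 5.0. Alpha-galactosidase activity in spleen homogenate was measured via 4-methylumbelliferone release from 1 mM fluorogenic substrate after 40 min at 37C and a pH 10 stop. AC50 came from Hill fits of control-normalized data.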
# CBFb-RUNX1 inh: CBF-beta/RUNX1 interaction disruption; Potency, µM (highest dose often 59.8 µM), for inactives: top-dose activity, negative = inhibition, usual class: inhibitors; AlphaScreen CBFb-His/RUNX1-biotin binding, biochemical; 230,000 tested, under 10 active; further: % of control where 0% means no effect
# Target sequence (Q01196 whole entry, looked up): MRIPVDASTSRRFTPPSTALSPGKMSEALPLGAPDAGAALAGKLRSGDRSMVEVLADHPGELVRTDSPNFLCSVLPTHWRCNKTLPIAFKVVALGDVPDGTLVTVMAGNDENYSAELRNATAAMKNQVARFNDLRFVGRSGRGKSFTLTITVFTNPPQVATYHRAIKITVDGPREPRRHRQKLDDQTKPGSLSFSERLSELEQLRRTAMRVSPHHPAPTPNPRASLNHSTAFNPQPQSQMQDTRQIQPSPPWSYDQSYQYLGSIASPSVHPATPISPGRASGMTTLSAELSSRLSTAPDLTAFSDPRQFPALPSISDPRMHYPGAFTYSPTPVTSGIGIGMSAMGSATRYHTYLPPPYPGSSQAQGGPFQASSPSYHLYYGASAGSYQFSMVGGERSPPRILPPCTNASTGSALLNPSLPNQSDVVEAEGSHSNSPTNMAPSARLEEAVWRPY
# Target sequence (Q13951 whole entry, looked up): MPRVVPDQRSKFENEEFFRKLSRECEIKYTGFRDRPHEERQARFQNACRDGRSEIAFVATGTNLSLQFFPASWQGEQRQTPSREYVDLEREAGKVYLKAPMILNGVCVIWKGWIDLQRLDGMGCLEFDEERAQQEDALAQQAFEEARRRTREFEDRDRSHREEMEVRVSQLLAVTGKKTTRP
#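 Read-out: AlphaScreen. Format: His-CBF-beta with biotinylated RUNX1 (30 nM each) preincubated 20 min, compound 15 min, Ni-chelate plus streptavidin beads 90 min; room temperature throughout.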
# Epigenetic derep: regulators of epigenetic silencing causing reporter derepression in mouse cells; murine LDR cells, GFP reporter derepression, 30 h; Potency, µM (series often up to 53.9 µM), inactives show at the highest dose GFP activation, hits mostly activators; actives 0.2% (n = 280,000); further: potency means the concentration at half of the fitted maximal effect; % of control where 0% means no effect; nearly all actives have a fitted effect of over 60% in size
#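 Murine LDR cells bearing a silenced CMV-driven GFP reporter were exposed to compound for 30 h at 37 C. After PBS washes, GFP-positive cells (20-120 um objects) counted by laser-scanning microplate cytometry.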
# KinaseGlo FLuc: blocks Kinase-Glo luciferase, a counter-screen artifact | Potency, µM (top dose mostly 38.3 µM), inactives show at the top dose activity change, negative = inhibition, most hits filed as inhibitors | AID 1379 | Kinase-Glo luciferase, ATP luminescence, 8 min | actives 0.28% (n = 200,000) | Q27757; further: potency means the concentration at half of the fitted maximal effect; on the % scale 0 is the no-effect control and ±100 the full control effect; nearly all actives have a fitted effect of over 60% in size
#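 Recombinant Kinase-Glo luciferase, 10 uM ATP (linear range), luciferin; imidazole pH 7.2 / KCl / MgCl2 / Tween / BSA buffer; 8 min RT; luminescence.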
# Active calls of the source: *; ? = inconclusive; . = not tested or not shown; & = joins results of further samples; [ ] = remark or other dose. Unless noted, the call rests on the fitted dose curve; in most records, active means well fitted curve in the direction sought with a large enough effect; inconclusive means small, poorly fitted or top-dose-only effect, or another doubt; inactive means no such curve, though single readings can be large; an effect the other way counts as inactive or inconclusive. The list is partial; rates above refer to the full screens.
nr	canonical_smiles	NPSR antag	IMPase Li inh	Lamin A splicing	aGal spleen mod
1	Cc1ccc(NC(=O)c2cc([N+](=O)[O-])ccc2N2CCCC2)cc1	-37%	9%	.	5%
2	CC(=O)N(CCN1CCOCC1)Cc1cc2cc3c(cc2nc1Cl)OCO3	6%	26%	.	-4%
3	COc1cc(/C=C2\SC(=O)N(c3ccc(Cl)cc3)C2=O)cc([N+](=O)[O-])c1O	-48%	2%	6%[46 µM]	-16%
4	O=C(Nc1cccc(F)c1)C1CC(=O)N(c2ccc(Cl)cc2)C1 (configuration not stated)	-9%[46.1 µM]	26%[38.3 µM]	5%	-2%
5	Cc1nc(C(=O)Nc2cc(Cl)ccc2Cl)nn1-c1cc(OC(C)C)c(Cl)cc1Cl	-7%[46.1 µM]	16%[38.3 µM]	1%	-8%
6	CCN(CC)CCNC(=O)Cc1nn(Cc2ccccc2)c(=O)c2ccccc12	-13%	13%	.	-2%
7	O=C(Nc1ccccc1C(F)(F)F)NC1CCCCC1	-3%[46.1 µM]	27%[38.3 µM]	3%	3%
8	COC(=O)c1ccc2c(=O)n(CCCCCC(=O)NCc3ccccn3)c(=O)[nH]c2c1	-3%[46.1 µM]	22%[38.3 µM]	10%	-2%
9	COc1ccccc1NC(=O)N1c2ccccc2NC(=O)CC1C (configuration not stated)	-6%	.	.	-14%
10	N=C1c2ccccc2CN1c1ccc(N2CCOCC2)c(S(=O)(=O)Nc2ccc(Cl)cc2)c1	?	.	.	11%
11	COc1ccc(OCC(O)CNC(=O)Nc2cccc3ccccc23)cc1 (configuration not stated)	2%[7.67 µM]	.	.	7%
12	CCOC(=O)c1c(C)nc2sc3c(=O)[nH]cnc3c2c1-c1ccc(OC)cc1	-5%	5%	-3%	1%

nr	CBFb-RUNX1 inh	Epigenetic derep	KinaseGlo FLuc
1	-2%	-1.0%	-1%
2	1%	-1.1%	-5%
3	?	0.0%	-3%
4	9%	-1.0%	18%
5	3%	1.1%	4%
6	0%	-1.1%	-2%
7	2%	-2.7%	-1%
8	-2%	-1.0%	-4%
9	0%	-1.3%	.
10	-1%	5.3%	.
11	1%	-0.4%	.
12	3%	-2.2%	-1%

# Other records follow:
nr	canonical_smiles	NPSR antag	IMPase Li inh	Lamin A splicing	aGal spleen mod
13	COC(=O)Cc1ccc(NC(=O)c2ccc(C)c(C)c2)cc1	-1%[46.1 µM]	-9%[38.3 µM]	1%	-4%
14	COc1ccc(/C=C2\SC(=O)N(CC(=O)NNC(=O)c3ccccc3O)C2=O)cc1	0%	-5%	?	3%
15	Nc1cc(N)nc(CS)n1	-19%	.	.	-8%
16	CCOC(=O)N1CCC(NC(=O)COc2cc(=O)n(C)c3ccccc23)CC1	-4%[46.1 µM]	-26%[38.3 µM]	3%	7%
17	COC1C[C@@H](O[C@@H]2C(C)C(=O)OC(C)C(C)C(O)C(C)C(=O)[C@@]3(CO3)CC(C)C(OC3OC(C)CC(N(C)C)C3O)C2C)OC(C)[C@@H]1O (some centres not stated)	.	14%	.	-3%
18	N#C/C(=C(/O)COc1ccc(Cl)cc1)c1nc2ccccc2s1	-2%	17%	?	1%
19	CCCn1c(=O)c(Br)cn(-c2ccccc2C)c1=O	13%	.	.	4%
20	CCOC(=O)c1c(C2CC2)csc1NC(=O)COC(=O)c1ccc[n+]([O-])c1	6%	1%	?	2%
21	Cc1ccc2c(CC(=O)NCc3cccs3)coc2c1	6%	3%	5%	5%
22	Cn1cccc1C(C#N)c1cccc(F)c1C#N (configuration not stated)	10%	4%	-27%[46 µM]	-1%
23	COc1ccc(N=C2NC(=O)/C(=C/c3ccc(O)c(OC)c3)S2)cc1	-20%	-3%	13%	1%
24	COc1ccc(OC)c(CNC(=O)CCc2nc(-c3cccs3)no2)c1	12%	7%	?	0%

nr	CBFb-RUNX1 inh	Epigenetic derep	KinaseGlo FLuc
13	-2%	0.0%	-6%
14	-8%	3.2%	1%
15	-1%	1.1%	.
16	3%	4.2%	-3%
17	8%	0.0%	-1%
18	1%	-0.9%	-1%
19	1%	-1.1%	.
20	4%	-1.9%	2%
21	-1%	-0.6%	6%
22	-8%	6.8%	-3%
23	-9%	1.1%	5%
24	5%[2.36 µM]	-0.9%	5%

# The results go on:
nr	canonical_smiles	NPSR antag	IMPase Li inh	Lamin A splicing	aGal spleen mod
25	CCOC(=O)c1nnc(-c2ccc(C)cc2)nc1Sc1ccccc1Cl	?	39%[activator][38.3 µM]	-4%	-4%
26	COc1ccc(S(=O)(=O)N(C)CC(=O)Nc2ccccc2C(F)(F)F)cc1OC	-4%[46.1 µM]	-8%[38.3 µM]	-1%	-27%
27	CC(C)Cn1c(SCC(=O)c2c(N)n(C)c(=O)n(C)c2=O)nc2ccccc21	-15%[46.1 µM]	1%[38.3 µM]	8%	-3%
28	CC(=O)c1ccc(OCCN2CCOCC2)cc1	0%[46.1 µM]	-11%[38.3 µM]	11%	4%
29	CCOC(=O)c1ccc(NC(=O)CSc2nc3c(c(=O)n2C)SC(C)C3)cc1 (configuration not stated)	-9%[46.1 µM]	5%[38.3 µM]	-18%	-11%
30	Fc1ccc(Cn2c(SCc3ccc(F)c(C(F)(F)F)c3)nnc2C(F)(F)F)cc1	?	18%[38.3 µM]	-2%	-15%
31	O=C(Cn1c(-c2cncs2)nc2ccccc21)NCCc1ccccc1	-1%[46.1 µM]	13%[38.3 µM]	-2%	4%
32	CN1CCN(C(=O)c2cc(Cl)cc(Cl)c2NC(=O)c2ccco2)CC1	9%	6%	11%[46 µM]	-9%
33	Cc1nc2ccc(NC(=S)N3CCCC3)cc2nc1C	-7%	11%	3%[46 µM]	9%
34	O=C(Cn1cnc([N+](=O)[O-])c1)NCc1ccc(F)cc1	9%[46.1 µM]	0%[38.3 µM]	14%	3%
35	O=C(Nc1ccccc1)N(C1=NCCC1)c1ccccc1	-4%	.	.	7%
36	CC(C)C(NC(=O)C1CCCCC1)C(=O)Nc1ccc2c(c1)OCCO2 (configuration not stated)	-4%[46.1 µM]	18%[38.3 µM]	?	-27%

nr	CBFb-RUNX1 inh	Epigenetic derep	KinaseGlo FLuc
25	-3%	4.9%	1%
26	7%	1.2%	2%
27	-2%	-0.8%	1%
28	-6%	-3.0%	2%
29	-1%	6.4%	0%
30	6%	-1.3%	-1%
31	5%	1.0%	0%
32	2%	-4.9%	1%
33	12%	1.1%	4%
34	6%	0.0%	-2%
35	5%	1.0%	.
36	-4%	0.2%	-8%

# More structures
nr	canonical_smiles	NPSR antag	IMPase Li inh	Lamin A splicing	aGal spleen mod
37	O=C1CC(c2cccnc2)c2cc3c(cc2N1)OCCO3 (configuration not stated)	-14%[46.1 µM]	32%[38.3 µM]	1%	4%
38	Cc1cccc(C)c1OC[C@H](C)N	.	8%	?	5%[29.1 µM]
39	C=CCn1c(COc2ccccc2)nnc1SCC(=O)Nc1ccc(S(N)(=O)=O)cc1	-12%[46.1 µM]	-11%[38.3 µM]	-5%	6%
40	Cc1ccc2c(c1)c1nnc(SCC(=O)N3CCCc4ccccc43)nc1n2CC(=O)O	20%	5%	6%[46 µM]	0%
41	Cc1cc(C)n2c(SCC(=O)NCc3ccc4c(c3)OCO4)nnc2n1	22%	.	.	1%
42	CCc1ccccc1NC(=S)NNC(=O)c1ccccc1Cl	-2%	5%	-6%[46 µM]	-3%
43	COc1ccc(OCCNC(=S)Nc2cccc3ccccc23)cc1	-24%[46.1 µM]	0%	-11%	1%
44	CCOC(=O)C1CN(S(=O)(=O)c2ccc(C)cc2)c2cc(S(=O)(=O)CC)ccc2O1 (configuration not stated)	-19%[46.1 µM]	4%[38.3 µM]	16%	7%
45	CCOC(=O)CN1C(=O)CN(c2ccc(C)c(C)c2)C1=O	23%	-4%	-10%	-3%
46	CC(C)(C)OC(=O)N1CCN(c2ccc([N+](=O)[O-])cc2)CC1	-22%	10%	?	2%
47	O=C(C1=C[C@@H](c2coc3ccccc3c2=O)C[C@@H](OCc2ccc(CO)cc2)O1)N1CCN(Cc2ccc3c(c2)OCO3)CC1	49%	8%	.	3%
48	CC(C)NS(=O)(=O)c1ccc(CCC(=O)Nc2ccc3c(c2)OCO3)cc1	2%[46.1 µM]	21%[38.3 µM]	-12%	10%

nr	CBFb-RUNX1 inh	Epigenetic derep	KinaseGlo FLuc
37	-13%	0.8%	-5%
38	23%[21.7 µM]	8.2%[16.9 µM]	-2%[17.1 µM]
39	6%	-0.7%	-5%
40	0%	-1.1%	10µM*
41	-3%	-1.0%	.
42	6%	1.1%	2%
43	-8%	0.0%	5%
44	3%	-1.2%	-4%
45	4%	0.0%	-1%
46	4%	-1.0%	3%
47	-3%	0.8%	.
48	-3%	2.5%	-1%

# Compound profiles, from the list above. Screens in order: NPSR antag	IMPase Li inh	Lamin A splicing	aGal spleen mod	CBFb-RUNX1 inh	Epigenetic derep	KinaseGlo FLuc
# CC(C)NS(=O)(=O)c1ccc(CCC(=O)Nc2ccc3c(c2)OCO3)cc1 is entered as 2%[46.1 µM]	21%[38.3 µM]	-12%	10%	-3%	2.5%	-1%
# CCOC(=O)C1CN(S(=O)(=O)c2ccc(C)cc2)c2cc(S(=O)(=O)CC)ccc2O1 (configuration not stated) is entered as -19%[46.1 µM]	4%[38.3 µM]	16%	7%	3%	-1.2%	-4%
# C=CCn1c(COc2ccccc2)nnc1SCC(=O)Nc1ccc(S(N)(=O)=O)cc1 is entered as -12%[46.1 µM]	-11%[38.3 µM]	-5%	6%	6%	-0.7%	-5%

# Later entries:
nr	canonical_smiles	NPSR antag	IMPase Li inh	Lamin A splicing	aGal spleen mod
49	O=C(c1cnn2ccccc12)N1CCc2ccccc21	-5%[46.1 µM]	-3%[38.3 µM]	-6%	7%
50	CCc1ccc(NC(=O)C(NS(=O)(=O)c2cccc3nsnc23)c2ccccc2)cc1 (configuration not stated)	-16%	2%	?	5%
51	Cc1cccc(C)c1-n1c(SCC(=O)N2CC(=O)Nc3ccccc32)nc2ccccc2c1=O	?	4%	-5%	3%
52	O=C(Cc1ccccc1)c1ccc2c(c1)OCCO2	1%	5%	-1%[46 µM]	-3%
53	COc1ccc(OC)c(S(=O)(=O)N2CCNCC2)c1	5%	.	.	7%
54	CC(C)(C)NC(=O)CSC(=Nc1ccccc1F)NC#N	-4%[46.1 µM]	20%	-1%	12%
55	Cc1nc2ncnn2c(Nc2ccc3c(c2)OCO3)c1Cc1ccccc1	-23%[7.67 µM]	18%[38.3 µM]	-4%	20%

nr	CBFb-RUNX1 inh	Epigenetic derep	KinaseGlo FLuc
49	2%	-1.0%	-23%
50	-11%	2.3%&0.2%	6%
51	-16%	0.0%	2%
52	13%	-1.6%	-15%
53	7%	2.8%	.
54	-3%	6.0%	2%
55	5%	-1.9%	-4%
